Screening data deposited in PubChem BioAssay by several laboratories.
Fh CTSL1 inh: Fasciola hepatica cathepsin L1 inhibitors, primary screen, counter-screen for PFM18AAP inhibitor project, biochemical, QFRET, fluorogenic peptide substrate; actives 0.49% (n = 300,000); inhibition, % at 5.96 µM; recombinant F. hepatica cathepsin L1, Z-Leu-Arg-MCA fluorescence; AID 1906, 2009;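 active means inhibition above the mean of all tested compounds plus 3 SD, set per screening campaign, cut at about 17% in these data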;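 further: 0% = plate median of test compound wells and 100% = 1 µM Z-Phe-Ala-diazomethylketone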
proCasp3 act: activators of human procaspase-3 D3A mutant, primary screen, biochemical, absorbance, PC-3 D3A mutant, single concentration. Caspase-3 (Homo sapiens), P42574. recombinant procaspase-3 D3A, Ac-DEVD-pNA absorbance 405 nm. activation, % at 8.5 µM. actives 0.11% (n = 330,000). AID 463141, 2010;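 active means activation above the mean of all tested compounds plus 3 SD, cut at about 21% in these data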;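 further: 0% = DMSO alone and 100% = DMSO wells spiked with extra 5 µM PC-3 D3A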
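Assay system – Procaspase-3 D3A mutant · Benchmarks – DMSO low control, extra-enzyme high control · Technique – 405 nm absorbance of p-nitroaniline, reads at 0 and 120 min · Doses – 8.5 µM nominal · Measure – % activation between DMSO and enzyme-spiked controls · Also added – Ac-DEVD-pNA chromogenic peptide substrate · Schedule – 1 h compound preincubation, 2 h substrate hydrolysis at 25 °C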
procasp7 counter: procaspase-7 activators, primary screen, counter-screen for procaspase-3 activator project, biochemical, absorbance, HTS, human; Caspase-7 (Homo sapiens), P55210; recombinant procaspase-7, Ac-DEVD-pNA absorbance 405 nm; D23A/D198A/D206A triple mutant, cannot self-cleave; scale: DMSO 0, 5 µM enzyme 100; activation, % at 8.5 µM; actives 0.093% (n = 330,000);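 active means percent activation above the screen-wide mean plus 3 SD, cut at about 25% in these data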
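Assay system: Uncleavable procaspase-7 mutant enzyme | Input: 2 µM procaspase-7 mutant as dispensed | Timing: 1 h compound preincubation, 2 h substrate cleavage, 25 °C | Repeats: One well per compound | Control set: DMSO wells as 0%, DMSO with 5 µM added PC-7 as 100% | Technique: Epi-absorbance of released pNA at 405 nm, two timepoints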
core dimer inh: inhibitors of HCV core protein dimerization, primary screen, biochemical, TR-FRET, high-throughput | TR-FRET GST/Flag-core106 dimerization, 1536-well | inhibition, % at 5 µM | actives 0.33% (n = 300,000);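 active means inhibition above the mean of all tested compounds plus 3 SD, set per screening campaign, cut at about 45% in these data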
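System: GST/Flag-tagged HCV core106 proteins. Incubation: compound-protein-antibody incubation 4 h at 22.5 °C. Technique: HTRF with 340 nm excitation, 617/671 nm emission. Medium: KF-containing HEPES buffer, pH 7.45, DTT, CHAPS, BSA. Read-out: inhibition (%) from 671 over 617 nm ratio. Also added: Eu(K)-anti-GST 90 ng/mL plus XL665-anti-Flag 1 µg/mL.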
GRK2 inh: compounds blocking aptamer binding on GRK2 – biochemical, human GRK2, bead flow cytometry, HTS, primary screen; FAM-aptamer displacement from GRK2; Beta-adrenergic receptor kinase 1 (Homo sapiens), P25098; inhibition of aptamer binding, % at 10 µM; actives 0.59% (n = 330,000);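 active means inhibition of aptamer binding above 40%, roughly 3 SD of noise, on plates passing a quality check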;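 further: median bead fluorescence of bound FAM aptamer so fluorescent compounds give negative values; no value below 0 was filed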
Target sequence (P25098 whole entry, looked up): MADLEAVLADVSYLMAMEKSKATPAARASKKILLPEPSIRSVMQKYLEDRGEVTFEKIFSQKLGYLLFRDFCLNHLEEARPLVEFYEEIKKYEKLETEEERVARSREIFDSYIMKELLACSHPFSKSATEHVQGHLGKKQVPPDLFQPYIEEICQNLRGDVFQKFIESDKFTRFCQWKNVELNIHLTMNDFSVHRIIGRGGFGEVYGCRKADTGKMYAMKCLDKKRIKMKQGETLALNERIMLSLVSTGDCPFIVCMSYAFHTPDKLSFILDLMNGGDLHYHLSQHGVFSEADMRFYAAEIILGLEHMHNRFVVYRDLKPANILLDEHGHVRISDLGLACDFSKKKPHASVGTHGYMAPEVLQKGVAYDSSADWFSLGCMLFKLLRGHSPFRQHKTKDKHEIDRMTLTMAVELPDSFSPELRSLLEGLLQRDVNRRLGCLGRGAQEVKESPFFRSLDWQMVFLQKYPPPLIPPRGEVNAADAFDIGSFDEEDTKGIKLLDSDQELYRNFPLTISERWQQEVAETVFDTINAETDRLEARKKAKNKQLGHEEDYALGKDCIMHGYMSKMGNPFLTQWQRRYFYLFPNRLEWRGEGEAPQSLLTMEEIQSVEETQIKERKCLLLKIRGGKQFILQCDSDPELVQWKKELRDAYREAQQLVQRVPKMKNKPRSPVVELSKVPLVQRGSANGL
VLA-4 inh: inhibition in human VLA-4 binding assay, primary screen, VLA-4 allosteric modulator project, MLPCN library, flow cytometry, VLA-4 expressing cells | Integrin alpha-4 (Homo sapiens), P13612 | ligand binding flow cytometry | inhibition, % (about 7 µM as worked out from the volumes in the protocol) | actives 0.2% (n = 330,000) | AID 2557, 2010; in the data active means inhibition above about 50%
GASC-1 inh: inhibitors of GASC-1 histone demethylase, primary screen, biochemical, fluorescence, DELFIA europium; Lysine-specific demethylase 4C (Homo sapiens), Q9H3R0; GST-JMJD2C(1-420) H3K9me3 demethylation; inhibition, % at 2.35 µM; actives 0.069% (n = 330,000);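 active means more than half of a compound's replicate wells show inhibition beyond 50%, single wells judged on their own value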;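 further: signal counts dimethyl H3K9 product captured on neutravidin plate; 0% = median of DMSO wells and 100% = 0.3 times that DMSO median; strong numbers were not always called active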
PP5 inh: PP5 phosphatase inhibitors, primary screen, biochemical, fluorescence; actives 0.18% (n = 320,000); inhibition, % at 6.7 µM; purified PP5c, OMFP substrate fluorescence; Serine/threonine-protein phosphatase 5 (Homo sapiens), P53041;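 active means inhibition above the campaign's mean inhibition across all tested compounds plus 3 SD, cut at about 9.5% in these data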;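 further: 0% = DMSO only and 100% = 100 µM cantharidin control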
PP1 counter: PP1-alpha phosphatase inhibitors, primary screen, counter-screen for PP5 inhibitor project, biochemical, fluorescence, OMFP substrate, single point. Serine/threonine-protein phosphatase PP1-alpha catalytic subunit (Homo sapiens), P62136. purified PP1alpha. inhibition, % at 6.7 µM. actives 0.9% (n = 320,000). AID 2235, 2010;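 active means inhibition above the mean inhibition of all tested compounds plus 3 SD, computed separately for each screening campaign, cut at about 15% in these data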
Target sequence (P62136 whole entry, looked up): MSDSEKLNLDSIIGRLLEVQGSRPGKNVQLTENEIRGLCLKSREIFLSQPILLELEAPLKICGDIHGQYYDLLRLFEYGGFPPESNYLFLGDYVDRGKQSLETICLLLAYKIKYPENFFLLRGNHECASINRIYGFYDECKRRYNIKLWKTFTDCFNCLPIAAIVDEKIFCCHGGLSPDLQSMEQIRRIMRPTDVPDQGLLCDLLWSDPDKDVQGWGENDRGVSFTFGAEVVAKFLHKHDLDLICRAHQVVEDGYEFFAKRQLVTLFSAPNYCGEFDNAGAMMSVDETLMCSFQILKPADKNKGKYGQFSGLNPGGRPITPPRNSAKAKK
An asterisk follows results filed as active; · = no result given; & = joins results of further samples. Rows were taken by chance, and some 2.6% of all compounds hit somewhere here.

SMILES | Fh CTSL1 inh | proCasp3 act | procasp7 counter | core dimer inh | GRK2 inh | VLA-4 inh | GASC-1 inh | PP5 inh | PP1 counter
CCN(CC(=O)Nc1ccc2c(c1)OCCO2)C(=O)/C=C/c1ccc([N+](=O)[O-])cc1 | · | -2 | 9 | · | 0 | 8 | -1 | 0.7 | 0
O=C(CSc1nnc(-c2cccnc2)n1Cc1ccco1)N1c2ccccc2Sc2ccccc21 | 3 | -6 | -4 | 4 | 0 | 2 | · | -0.2 | 3
COc1ccccc1N1CCN(C(=O)COc2ccc(Cl)cc2)CC1 | -9 | 0 | -3 | 0 | 0 | 12 | -8 | 6.2 | -5
COc1ccc(OCC(=O)Nc2ccncc2)cc1 | -4 | 7 | 9 | 0 | 1 | 8 | 1 | -2.2 | -1
CC(Nc1cc(N2CCCC2)ccc1[N+](=O)[O-])c1ccccc1 (configuration not stated) | 2 | -26 | -7 | 14 | 1 | -6 | -1 | 0.0 | 2
O=C(CN1C(=O)c2cccnc2Oc2ccc(Cl)cc21)N1CCOCC1 | 4 | 2 | 3 | 3 | 0 | -7 | -5 | 1.6 | 0
COc1cccc(N2CCN(C(=O)c3oc4ccccc4c3NC(=O)CCc3cc(OC)no3)CC2)c1 | -2 | 2 | -3 | 13 | 0 | 1 | -3 | -0.9 | 2
CCN(CC)c1ncnc2scc(C3COc4ccccc4O3)c12 (configuration not stated) | 3 | 0 | 4 | 14 | 0 | -6 | 14 | 2.4 | -3
C[C@H]1CN([C@@H](C)CO)C(=O)c2cccc(NC(=O)C3CC3)c2O[C@H]1CN(C)S(=O)(=O)c1cccs1 | · | -1 | 2 | · | 1 | 12 | -29 | · | ·
Cc1ccc(C(=O)SC2=NCCS2)cc1 | -1 | -1 | 10 | -2 | 0 | -2 | -5 | 0.0 | -1
Cc1cc(Cl)ccc1NC(=O)C1CCN(S(C)(=O)=O)CC1 | -5 | 2 | 12 | 2 | 2 | 2 | 8 | 1.2 | 1
Cc1cccc(NC(=O)Nc2ccc(S(N)(=O)=O)cc2)c1 | -2 | 4 | 8 | 0 | 0 | 2 | -2 | -0.7 | 1
CCCCC1(C)NC(=O)N(CC(=O)Nc2ccc(S(=O)(=O)N3CCOCC3)cc2)C1=O (configuration not stated) | -8 | 5 | 13 | 5 | 0 | 5 | -4&1 | -0.8 | 1
O=C(Nc1ccccc1C(=O)NC1CCCCC1)c1ccco1 | 0 | -4 | 12 | -1 | 0 | -2 | 2 | 1.4 | -2
CO/N=C/C(c1ccc(Cl)nc1)S(=O)(=O)c1ccccc1 (configuration not stated) | 2 | 2 | 1 | -1 | 1 | 4 | 6 | 1.9 | -2
Cc1cccc(N2C(S)=C(C#N)C(=O)NC2c2ccco2)c1 (configuration not stated) | -4 | -27 | -27 | 9 | 3 | -5 | -20 | 1.2 | -4
CCN(CC)c1ccc(/C=N/NC(=O)c2nnn(-c3nonc3N)c2C(C)C)c(O)c1 | 2 | 59* | 44* | 3 | 1 | 1 | 31 | 5.1 | 9
O=C(CN1C(=O)C2CC=CCC2C1=O)OCCN1C(=O)c2ccccc2C1=O (configuration not stated) | 0 | 0 | 4 | 4 | 1 | 19 | 6 | 0.5 | -2
N#Cc1c(-c2ccccc2)cc2nc3ccccc3n2c1N | 0 | 31* | 14 | -2 | 4 | -8 | -16 | 1.4 | 3
CN(Cc1ccccc1)C(=O)c1ncn(C)c1C(=O)N(C)Cc1ccccc1 | · | 2 | -4 | · | 1 | -4 | 11 | 2.1 | -2

An excerpt from above in order of length of the SMILES, smallest number first:
SMILES | Fh CTSL1 inh | proCasp3 act | procasp7 counter | core dimer inh | GRK2 inh | VLA-4 inh | GASC-1 inh | PP5 inh | PP1 counter
Cc1ccc(C(=O)SC2=NCCS2)cc1 | -1 | -1 | 10 | -2 | 0 | -2 | -5 | 0.0 | -1
N#Cc1c(-c2ccccc2)cc2nc3ccccc3n2c1N | 0 | 31* | 14 | -2 | 4 | -8 | -16 | 1.4 | 3
COc1ccccc1N1CCN(C(=O)COc2ccc(Cl)cc2)CC1 | -9 | 0 | -3 | 0 | 0 | 12 | -8 | 6.2 | -5
CC(Nc1cc(N2CCCC2)ccc1[N+](=O)[O-])c1ccccc1 (configuration not stated) | 2 | -26 | -7 | 14 | 1 | -6 | -1 | 0.0 | 2
CN(Cc1ccccc1)C(=O)c1ncn(C)c1C(=O)N(C)Cc1ccccc1 | · | 2 | -4 | · | 1 | -4 | 11 | 2.1 | -2
O=C(CSc1nnc(-c2cccnc2)n1Cc1ccco1)N1c2ccccc2Sc2ccccc21 | 3 | -6 | -4 | 4 | 0 | 2 | · | -0.2 | 3
CCN(CC(=O)Nc1ccc2c(c1)OCCO2)C(=O)/C=C/c1ccc([N+](=O)[O-])cc1 | · | -2 | 9 | · | 0 | 8 | -1 | 0.7 | 0
C[C@H]1CN([C@@H](C)CO)C(=O)c2cccc(NC(=O)C3CC3)c2O[C@H]1CN(C)S(=O)(=O)c1cccs1 | · | -1 | 2 | · | 1 | 12 | -29 | · | ·

(cont.)
SMILES | Fh CTSL1 inh | proCasp3 act | procasp7 counter | core dimer inh | GRK2 inh | VLA-4 inh | GASC-1 inh | PP5 inh | PP1 counter
Cc1cccc(N2CCN(C(=O)c3ccc(CS(=O)(=O)c4ccccc4C)o3)CC2C)c1 (configuration not stated) | -12 | 5 | 12 | 2 | 4 | 1 | 36 | 3.2 | 4
O=C(COc1ccc(S(=O)(=O)NCc2ccccc2)cc1Cl)NCC1CCCO1 (configuration not stated) | 1 | 9 | -3 | -1 | 5 | -14 | 20 | -0.7 | -4
CCCCCCCC1c2c(c(C)c(C)oc2=O)Oc2c(C)c(C)oc(=O)c21 | · | 4 | -1 | · | 0 | -2 | 7 | 1.9 | -1
CC(C)c1ccc(C(C(=O)NC2CCCCC2)N(C(=O)c2ccccn2)c2cccnc2)cc1 (configuration not stated) | 1 | 7 | 10 | 3 | 2 | 8 | 4 | 0.3 | -1
CCN1C(=O)c2cccc3c(Cl)ccc1c23 | 1 | -2 | -4 | 0 | 1 | 10 | 2 | 0.9 | 0
OC(COc1c(F)cc(Br)cc1F)CN1CCc2ccccc2C1 (configuration not stated) | -1 | -2 | -6 | 0 | 1 | 5 | -10 | 1.0 | -1
NC(=O)c1cc(C(=O)Cc2ccc(Cl)cc2)c[nH]1 | 11 | -12 | 1 | -10 | 5 | -4 | 5 | 0.5 | -8
Clc1cc(-c2ccccc2)nc(-c2ccccc2)n1 | 2 | -12 | 1 | 6 | 0 | 0 | 5 | 1.8 | -6
Cc1ncc([N+](=O)[O-])n1CCOC(=O)C12CC3CC(CC(C3)C1)C2 | 0 | 6 | 6 | 1 | 2 | 16 | 9 | -1.6 | -5
COc1ccc(C2=NN(c3nc(C)cc(C)n3)C(=O)C2)cc1 | -1 | 1 | 0 | -3 | 0 | 28 | 37 | 0.6 | 5
Cc1c(C(=O)OCC(=O)N2CC(C)OC(C)C2)oc2ccc(Br)cc12 (configuration not stated) | 1 | -2 | -11 | 4 | 2 | -10 | 4 | -0.1 | 1
COC(=O)C1CCN(C(=O)COC(=O)CNS(=O)(=O)c2ccc(SC)c([N+](=O)[O-])c2)CC1 | -17 | 4 | -1 | -2 | 12 | 0 | -6 | 2.0 | -4
CCOC(=O)C1CC(c2ccc(Cl)cc2)=NNC1=O (configuration not stated) | -2 | 0 | -10 | -1 | 1 | 8 | 1 | 3.9 | -5
CCOCCCNc1ccc(N2C(=O)C3CCCCC3C2=O)cc1[N+](=O)[O-] (configuration not stated) | 6 | -1 | 6 | 2 | 2 | 6 | 18 | 1.6 | -3
CC(=O)N1CCN(S(=O)(=O)c2ccc(S(=O)(=O)NCC(C)C)cc2)CC1 | -1 | 3 | 8 | 4 | 4 | 5 | -30 | -5.2 | 16*
O=S(=O)(Nc1cccc(Oc2cnccn2)c1)c1ccc(F)cc1 | 4 | 2 | -4 | 2 | 0 | -30 | -9 | 1.7 | 0
O=C(Cn1cc([N+](=O)[O-])cn1)Nc1cccnc1 | -1 | 2 | 1 | -6 | 8 | 15 | -6 | 1.0 | 0
CCOC(=O)CN(C(=O)CSc1nnnn1C)c1ccccc1 | · | -1 | 9 | · | 4 | 2 | -2 | · | ·
CC(C)CNC(=O)c1cc(-c2ccco2)on1 | 9 | -3 | -6 | 5 | 0 | 4 | 2 | -0.5 | -3
NC(=O)NCc1ccccc1Cl | -2 | 8 | 8 | 3 | 2 | 14 | -42 | 1.7 | 0
Cc1ccc(CCNS(=O)(=O)c2ccc(C)cc2)cc1 | 6 | -1 | -4 | 2 | 0 | -26 | -4 | 2.9 | -5
O=C(c1cnc2n(c1=O)CCS2)N1CCN(c2ccc([N+](=O)[O-])cc2)CC1 | 1 | 3 | 5 | -7 | 0 | -5 | 4 | 1.7 | -2
Cc1[nH]n2c(=O)c3c(nc2c1-c1cccc2ccccc12)CCC3 | -2 | -10 | 2 | 0 | 2 | -5 | -16 | -1.1 | -1
Cc1nc(-c2ccc(NC(=O)C(C)(C)C)cc2)c(-c2ccccc2)o1 | -3 | -3 | -4 | 3 | 0 | 13 | 13 | 2.3 | 4
Cn1c(=O)n(C)c2cc(/C=N/NC(=O)c3cccc(Br)c3)ccc21 | 0 | -1 | -2 | -24 | 0 | 5 | 2 | 1.0 | -2
COCCCNC(=O)Cn1nnc(-c2ccc(NC(=O)c3ccccc3F)cc2)n1 | -2 | -10 | 2 | -4 | 0 | 5 | 16 | 2.1 | -2
COc1ccc(N(CC(=O)Nc2cccc(SC)c2)S(C)(=O)=O)cc1 | -1 | 2 | 13 | 0 | 1 | 8 | -9 | -0.3 | 1
NC(=O)C1(NC(=O)[C@@H]2CC3(CC(c4cccc(NC(=O)c5cc([N+](=O)[O-])cc([N+](=O)[O-])c5)c4)=NO3)CN2C(=O)c2ccccc2)CC1 (some centres not stated) | -4 | -7 | 1 | 14 | 0 | -12 | · | -1.0 | 1
